# TRHR enhancer: qHTS for Small Molecule Agonists and Allosteric Enhancers of Human TRH Receptor: Primary Screen for Enhancers; Thyrotropin-releasing hormone receptor (Homo sapiens), P34981; TRHR cells, fluo-8 calcium fluorescence, EC20 TRH enhancement; enhancement, % at 2 µM; hit rate 0.66% among 360,000; in the data active means enhancement above about 30%; further: 0% is about no effect
#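 TRHR-expressing cells loaded with fluo-8 calcium dye were read kinetically (ex 480/em 530) during compound addition, then stimulated with an EC20 of TRH (10 nM final). Enhancement of the Gq-mediated intracellular calcium response was scored.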
# D1 antag: Antagonist of Human D 1 Dopamine Receptor: qHTS. hit rate 3.2% among 360,000. D(1A) dopamine receptor (Homo sapiens), P21728. activity change, negative = inhibition, % at 10 µM. HEK293 TREx D1 cells, calcium flux, dopamine EC80; stronger effect = lower value; in the data active means activity change below about -30%; further: on the % scale 0 is the no-effect control and ±100 the full control effect
#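 Compound effects on dopamine-evoked calcium signalling were measured in tetracycline-induced HEK293 Trex D1 cells. Dopamine at EC80 followed a 180 s compound pre-read, and fluorescence was tracked kinetically for 180 s more.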
# D2 antag: HTS Assay for Allosteric Antagonists of the Human D2 Dopamine Receptor: Primary Screen for Antagonists | D(2) dopamine receptor (Homo sapiens), P14416 | HEK293 TREx D2 cells, calcium flux, dopamine EC80 | inhibition, % at 10 µM | hit rate 2% among 340,000 | AID 485344, 2010; in the data active means inhibition above about 30%; further: 0% is about no effect
#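 HEK293 T-REx D2 cells, tet-induced, calcium dye no-wash. Cpd pintool add, 180 s kinetic, then EC80 DA, 180 s kinetic. Ca flux read.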
# D2 agonist: HTS Assay for Allosteric Agonists of the Human D2 Dopamine Receptor: Primary Screen for Agonists; HEK293 T-REx D2 cells, calcium flux agonist mode; activation, % at 2 µM; hit rate 0.53% among 340,000;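 active means activation over 3 SD above normal in the single-dose calcium agonist read, cut at about 30% in these data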; further: 0% is about no effect
#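 Agonism scored from kinetic calcium signal (1 read/sec, 180 s) following compound pin transfer, after a 10 s baseline. Cells: HEK293 Trex line expressing inducible D2 receptor coupled to calcium, dye-loaded after overnight culture at 30 C.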
# D2 potentiator: HTS Assay for Positive Allosteric Modulators of the Human D2 Dopamine Receptor: Primary Screen for Potentiators. HEK293 T-REx D2, calcium flux, EC20 dopamine potentiation. potentiation, % at 10 µM. hit rate 0.34% among 340,000. AID 485347, 2010;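 active means potentiation over 3 SD above the plate norm, cut at about 30% in these data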; further: 0% is about no effect
#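 Cells plated with tetracycline inducer and held overnight at 30 C; calcium dye loaded 30–90 min at room temperature; baseline taken, compound added and read 180 s; EC20 dopamine then added and read 180 s.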
# RXFP1 ag: qHTS Assay for Agonists of the Relaxin Receptor RXFP1. Relaxin receptor 1 (Homo sapiens), Q9HBX9. HEK293T-RXFP1 cAMP TR-FRET, 30 min; response scale: percent of porcine relaxin response, buffer zero. Potency, µM (top dose mostly 57.5 µM), without a hit: top-dose activation, most hits filed as activators. hit rate 0.3% among 370,000. AID 2676, 2010; active means well fitted activation curve with a large enough effect; inconclusive means small, poorly fitted or top-dose-only effect; further: potency means the concentration at half of the fitted maximal effect; on the % scale 0 is the no-effect control and ±100 the full control effect; nearly all actives have a fitted effect of over 60% in size; many of its hits are not listed in these tables
# Target sequence (Q9HBX9 whole entry, looked up): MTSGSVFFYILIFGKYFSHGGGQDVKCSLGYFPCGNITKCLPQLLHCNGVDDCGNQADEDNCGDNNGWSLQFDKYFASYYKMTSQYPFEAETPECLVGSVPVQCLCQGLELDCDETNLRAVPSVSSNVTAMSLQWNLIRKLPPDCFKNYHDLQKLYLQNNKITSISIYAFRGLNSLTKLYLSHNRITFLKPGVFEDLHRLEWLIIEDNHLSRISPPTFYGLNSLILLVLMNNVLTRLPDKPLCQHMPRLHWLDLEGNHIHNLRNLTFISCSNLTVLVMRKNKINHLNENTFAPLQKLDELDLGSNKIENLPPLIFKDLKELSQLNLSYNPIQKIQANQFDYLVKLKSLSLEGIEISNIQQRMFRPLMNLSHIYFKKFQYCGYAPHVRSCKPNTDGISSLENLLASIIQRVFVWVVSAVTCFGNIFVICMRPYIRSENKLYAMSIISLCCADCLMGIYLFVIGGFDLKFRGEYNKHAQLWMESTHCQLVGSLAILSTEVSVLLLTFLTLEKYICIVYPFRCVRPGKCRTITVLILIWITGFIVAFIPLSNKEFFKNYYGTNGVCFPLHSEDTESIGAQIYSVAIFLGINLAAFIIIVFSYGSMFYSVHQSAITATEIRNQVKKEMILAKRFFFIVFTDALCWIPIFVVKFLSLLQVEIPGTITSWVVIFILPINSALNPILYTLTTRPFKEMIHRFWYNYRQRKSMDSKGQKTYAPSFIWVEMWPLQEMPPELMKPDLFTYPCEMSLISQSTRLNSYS
#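 HEK293 cells stably expressing RXFP1, treated 30 min at 37C with compounds plus PDE4 inhibitor Ro 20174; cAMP measured by HTRF TR-FRET. Normalized to buffer and 29 nM porcine relaxin; EC50 by Hill fit.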
# RXFP1 antagonist: qHTS Assay for Antagonists of the Relaxin Receptor RXFP1; activity change, negative = inhibition, % at 57.5 µM; Relaxin receptor 1 (Homo sapiens), Q9HBX9; hit rate 0.59% among 350,000; AID 1259400, 2018; HEK293-RXFP1, relaxin-stimulated cAMP HTRF, 30 min; stronger effect = lower value;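 active means activity change of -60% or lower, but not beyond a set lower limit; inconclusive means change between -60% and -40%, or beyond the set limit; inactive means change above -40%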; further: on the % scale 0 is the no-effect control and ±100 the full control effect
# D1 potentiator: Potentiators of Human D1 Dopamine Receptor: qHTS; D(1A) dopamine receptor (Homo sapiens), P21728; HEK293 TREx D1 cells, calcium flux, dopamine EC20 potentiation; hit rate 0.036% among 360,000; AID 504651, 2011; potentiation, % at 10 µM; in the data active means potentiation above about 30%; further: 0% is about no effect
# D1 agonist: Allosteric Agonists of the Human D1 Dopamine Receptor: qHTS; D(1A) dopamine receptor (Homo sapiens), P21728; HEK293 T-REx D1 cells, calcium flux, agonist mode; activation, % at 2 µM; hit rate 1% among 360,000; AID 504660, 2011; in the data active means activation above about 30%; further: 0% is about no effect
#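 Tetracycline-induced HEK293 TREx D1 cells, force-coupled to calcium signalling, were dye-loaded with a no-wash calcium kit. Compound was pin-added after a 10 s baseline. Fluorescence was read kinetically at 1 cycle/s for 180 s, with calcium rises flagged as agonism.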
# * = called active by the depositor; ? = inconclusive; . = no result given. Not all compounds are listed, so the mix of outcomes need not match the whole.
cpd	structure	TRHR enhancer	D1 antag	D2 antag	D2 agonist	D2 potentiator	RXFP1 ag	RXFP1 antagonist	D1 potentiator	D1 agonist
1	CCc1ccc(CN(C)C(C)C(=O)Nc2ccc(S(=O)(=O)N3CCCC3)cc2)cc1 (stereo not drawn)	11	-6	13	-0.1	16	-0.4%	-20	-5	2
2	Cc1ccc(NS(=O)(=O)c2ccc(OCC(=O)NCC3CCCO3)cc2)cc1 (stereo not drawn)	-3	-38*	-13	-0.9	7	-0.4%	-14	-4	10
3	COc1cccc(CNC(=O)c2cccc(S(=O)(=O)N3CCN(c4ccc(F)cc4)CC3)c2)c1	11	20	19	2.4	13	0.4%	-14	-2	12
4	Cc1cc(SCC(=O)NCC2CCCO2)nc2ccccc12 (stereo not drawn)	0	-3	.	.	.	?	15	-12	8
5	COc1cccc(CNC(=O)C2CCCN(S(=O)(=O)c3cnc[nH]3)C2)c1 (stereo not drawn)	-5	8	-11	1.0	12	1.7%	.	.	2
6	COc1ccc(N2CC(C(=O)Nc3ccccc3N3CCCC3)CC2=O)c(OC)c1 (stereo not drawn)	-2	0	21	-0.3	3	1.4%	-9	0	6
7	Cc1ccc(CN(Cc2ccco2)c2cnc(S(C)(=O)=O)nc2C(=O)Nc2ccccc2Br)o1	3	1	.	-2.2	-4	-1.1%	-12	-1	12
8	CCOC(=O)c1c(NC(=O)CS(=O)(=O)c2ccc(C)cc2)sc2c1CCCCC2	-2	.	.	-2.4	0	0.0%	-20	-1	-1
9	COc1ccc(NS(=O)(=O)c2ccc(NC(=S)NC(=O)c3cccc(F)c3)cc2)nn1	-1	-1	-21	1.2	4	-0.6%	.	-1	4
10	COC(=O)c1c(N)sc(C(C)=O)c1C	-5	7	-9	-0.8	8	1.8%	.	-6	1
11	CS(=O)(=O)N1CCN(C(=S)NCc2ccc(F)cc2)CC1	1	-3	-5	0.2	-4	0.0%	11	0	4
12	CCCCCCSc1ccc([C@@H]2[C@@H]3C(=O)N(C)C(=O)[C@@H]3[C@]3(C(=O)OC)CCCCN23)cc1OC	-8	-16	5	0.7	4	-1.9%	.	-2	11
13	COc1cccc(CN(C)C(=O)C2CCC(=O)N(Cc3cccc(F)c3)C2)c1 (stereo not drawn)	-8	9	-11	-0.3	-5	-0.1%	-5	-4	2
14	CC1CCC(NC(=O)c2ccc(CSc3nc4ccncc4n3Cc3ccc(F)cc3)cc2)CC1 (stereo not drawn)	2	22	.	0.5	-3	1.1%	-13	-2	15
15	COc1ccc(NC(=O)C2CCCO2)cc1Cl (stereo not drawn)	-3	7	31*	-0.3	-14	-0.7%	-29	-8	3
16	O=C(N/N=C\c1ccc2c(c1)OCO2)c1cncc(Br)c1	1	-6	-18	-0.2	3	-0.2%	3	1	3
17	COc1ccccc1N1CCN(C(=O)C(C)N(c2ccc(C)c(C)c2)S(C)(=O)=O)CC1 (stereo not drawn)	2	3	4	-0.8	-1	2.8%	3	-3	2
18	O=c1nc2n(c3ccc(Br)cc13)CCS2	0	20	-24	0.5	7	4.3%	0	1	2
19	CC(C)CC(=O)OC1C(N2CCOCC2)c2c(ccc(/C=C/C(=O)N3CCOCC3)c2O)OC1(C)C (stereo not drawn)	-6	-18	2	-1.5	3	4.3%	.	-2	3
20	CC1CCCN(S(=O)(=O)c2ccc3oc(=O)ccc3c2)C1 (stereo not drawn)	-1	-21	-10	-0.5	-7	-0.4%	6	4	3
21	CCN(CC)C(=O)COc1ccc2c3c(c(=O)oc2c1C)CCCC3	-5	-20	.	.	.	2.4%	-1	-6	7
22	Cc1ccc(NS(=O)(=O)c2cc3c(cc2C)NC(=O)CO3)cc1	-2	10	7	3.5	4	-0.4%	2	-3	2
23	Cc1ccc(Cl)cc1N1CCN(C(=O)c2ccc3c(c2)N(Cc2ccccc2F)C(=O)c2ccccc2S3=O)CC1 (stereo not drawn)	5	7	.	0.5	-3	1.8%	.	5	3
24	Cc1cc(C)n(CCc2nc3c4ccccc4n(CC#N)c(=O)n3n2)n1	15	1	-9	-0.5	1	12%	-8	-2	1
25	Nc1c(-c2ccc3c(c2)OCCO3)oc2ccccc2c1=O	7	20	-3	-0.5	1	14%	-3	-7	2
26	COC(=O)Cn1c(=O)c2c(n(Cc3ccccc3)c1=O)N/C(=C/c1ccc(Br)cc1)C2=O	-1	12	8	1.5	-6	0.0%	0	-13	10
27	C=CCOc1ccc(CNn2cn[nH]c2=S)cc1OCC	2	5	-2	-0.1	8	1.0%	-9	4	1
28	Cc1cc([N+](=O)[O-])c(-c2ccc(/C=N/n3cnnc3)o2)cc1Cl	-6	27	0	0.4	4	4.7%	7	-11	1
29	O=C(Cc1ccc([N+](=O)[O-])cc1)N1N=C(C2CC2)CC1(O)C(F)(F)F (stereo not drawn)	-5	6	-5	0.1	.	0.0%	0	-6	15
30	O=C1[C@@H]2C(c3ccc(F)cc3)=NO[C@@H]2C(=O)N1Cc1ccccc1	-4	0	-7	-0.2	0	1.4%	-9	-7	1
31	Cc1nn(C)c(C)c1Nc1ccc(N2C(=O)C3C4C=CC(C4)C3C2=O)cc1[N+](=O)[O-] (stereo not drawn)	-19	-6	7	0.4	25	-0.7%	-18	-2	0
32	CCc1sc(C(=O)Nc2cc(Cl)ccc2N2CCCCC2)cc1C	9	31	6	-1.2	-1	1.8%	8	6	1
33	CC(C)(C)c1cc(CCC(=O)NNC(=O)c2ccncc2)cc(C(C)(C)C)c1O	7	-18	1	0.1	2	-0.3%	7	-8	0
34	Cc1cc(C)nc(-n2nc(C)c3c2N(C)C(=O)CC3c2ccc(Cl)cc2)n1 (stereo not drawn)	-2	-1	.	-0.5	11	-3.8%	-3	1	-1
35	NC(=O)CSc1nnc(-c2ccc(S(=O)(=O)N3CCCCC3)cc2)n1-c1ccccc1	50*	-4	-12	-0.3	-18	0.5%	8	7	3
36	O=C(O)CC(NS(=O)(=O)c1ccc(Br)s1)c1ccccc1 (stereo not drawn)	-11	-4	.	1.0	-7	-0.8%	4	3	1
37	CC(/C=N/NC(=O)c1cc(-c2ccccc2)nc2ccccc12)=C\c1ccco1	-5	9	-3	-0.3	-5	1.4%	-11	-4	4
38	O=C(C1CN(C(=O)c2cc3cc(Cl)ccc3o2)c2ccccc2O1)N1CCCCC1 (stereo not drawn)	-3	8	7	0.6	-15	2.2%	-11	-1	3
39	Cc1csc(NC(=O)CSc2ccccc2F)n1	8	24	-7	-0.4	4	-0.1%	-20	-2	1
40	Cc1cccc(C)c1OCC(=O)N/N=C/c1cccnc1	-2	-3	-2	0.5	-3	2.0%	8	-3	0
41	CCOC(=O)c1cnc(COc2ccc(OC)cc2)[nH]c1=O	3	7	-27	0.3	-7	-0.2%	4	1	1
42	CCc1cccc(C)c1NC(=O)Cn1ncc2c3ccccc3n(Cc3ccccc3)c2c1=O	-8	-21	.	-0.4	0	0.4%	6	0	0
43	COc1ccccc1N(C(=O)CNC(=O)c1ccco1)C(C(=O)NC1CCCCC1)c1ccncc1 (stereo not drawn)	3	11	-1	0.3	0	-3.4%	-6	.	2
44	NS(=O)(=O)c1ccc(CCNC(=O)CSc2nc3ccccc3c(=O)n2CCN2CCOCC2)cc1	5	-1	-5	0.6	-7	-2.8%	11	3	3
45	CCOc1cc(CNC(=O)CSc2n[nH]c(-c3ccccc3)n2)cc(OCC)c1OCC	-13	-3	.	1.1	17	-3.7%	-24	-3	1
46	Cc1noc(C)c1S(=O)(=O)N1Cc2ccccc2CC1C(=O)N(C)C (stereo not drawn)	1	2	13	0.3	26	1.3%	-7	-2	1
47	COc1ccc(CCN(C)CC(=O)Nc2c(C)cc(C)cc2C)cc1OC	-1	44	.	.	.	1.0%	2	-6	2
48	O=C(Nc1ccccc1)Nc1ccc(NC(=O)c2ccccc2O)cc1	3	2	4	1.6	11	0.6%	-30	-4	0
